GSTO1 counter: GSTO1 inhibition, counter-screen for RBBP9 inhibitors; recombinant GSTO1, activity-based probe fluorescence polarization; inhibition, % at 5.96 µM; AID 1974; hit rate 1.1% among 300,000; P78417;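 active means inhibition above the campaign mean inhibition plus 3 SD, cut at about 35% in these data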;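 further: 0% = GSTO1-1 with DMSO and 100% = wells lacking GSTO1-1 enzyme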
PME-1 primary: PME-1 (human) inhibition; Q9Y570; recombinant PME-1, FP-Rh probe fluorescence polarization; inhibition, % at 5.9 µM; hit rate 0.53% among 320,000;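 active means inhibition above the campaign mean of all compounds plus 3 SD, cut at about 26% in these data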;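 further: competitive labeling of PME-1 active site by serine hydrolase directed probe; 0% = PME-1 with DMSO and 100% = wells lacking PME-1 enzyme; inhibitors block probe labeling so polarization falls and inhibition rises; many of its hits are not listed in these tables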
LYPLA2 inh: blocks human lysophospholipase 2, a PME1 counter-screen | inhibition, % at 5.9 µM | AID 2177 | recombinant LYPLA2, FP-Rh probe fluorescence polarization | hit rate 0.38% among 320,000 | O95372;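 active means inhibition above the screen-wide mean plus 3 SD, limit set per campaign, cut at about 26% in these data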;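 further: 0% = LYPLA2 with DMSO and 100% = wells lacking LYPLA2 enzyme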
PAFAH1B2 FP inh: blocks human PAF acetylhydrolase 1b catalytic subunit 2. P68402. recombinant PAFAH1B2, FP-rhodamine activity probe, fluorescence polarization. inhibition, % at 3.39 µM. hit rate 1.2% among 340,000. AID 492953;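 active means inhibition above the mean of all tested compounds plus 3 SD, cut at about 24% in these data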;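 further: 0% = enzyme with DMSO and 100% = wells lacking PAFAH1B2; many of its hits are not listed in these tables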
PAD4 inh: PAD4 (human) enzyme inhibition; Q9UM07; recombinant PAD4, RCA probe fluorescence polarization; inhibition, % at 6.36 µM; hit rate 0.41% among 330,000; AID 485272;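 active means percent inhibition above a cutoff equal to the mean of all tested compounds plus 3 SD, cut at about 15% in these data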;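 further: 0% = PAD4 with RCA probe and DMSO and 100% = probe without PAD4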
Target sequence (Q9UM07 whole entry, looked up): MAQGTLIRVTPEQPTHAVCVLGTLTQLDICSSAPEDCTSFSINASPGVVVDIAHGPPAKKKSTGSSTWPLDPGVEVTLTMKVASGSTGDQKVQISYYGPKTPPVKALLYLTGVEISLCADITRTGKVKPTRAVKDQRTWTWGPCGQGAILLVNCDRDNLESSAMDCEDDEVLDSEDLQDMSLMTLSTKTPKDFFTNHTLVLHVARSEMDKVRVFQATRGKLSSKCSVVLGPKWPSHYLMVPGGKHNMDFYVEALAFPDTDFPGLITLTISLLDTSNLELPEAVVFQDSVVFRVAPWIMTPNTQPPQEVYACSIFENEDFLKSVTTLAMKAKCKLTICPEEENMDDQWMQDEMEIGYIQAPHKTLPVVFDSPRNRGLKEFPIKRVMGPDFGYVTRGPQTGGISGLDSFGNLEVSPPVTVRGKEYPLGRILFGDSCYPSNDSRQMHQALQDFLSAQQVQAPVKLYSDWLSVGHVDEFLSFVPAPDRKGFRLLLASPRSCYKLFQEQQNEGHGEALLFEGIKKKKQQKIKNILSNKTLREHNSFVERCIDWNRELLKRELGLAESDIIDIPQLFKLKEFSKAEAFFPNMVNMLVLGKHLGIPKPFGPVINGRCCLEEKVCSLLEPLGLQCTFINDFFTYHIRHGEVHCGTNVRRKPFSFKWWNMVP
PREPL inh: human PREPL enzyme inhibition | hit rate 0.68% among 320,000 | Q4J6C6 | recombinant PREPL, fluorescence polarization activity-based probe | inhibition, % at 5.96 µM; in the data active means inhibition above about 43%;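 further: 0% = enzyme with DMSO and 100% = wells lacking enzyme; many of its hits are not listed in these tables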
PAFAH1B3 inh: PAFAH1B3 (human) inhibition; Q15102; recombinant PAFAH1B3, FP-rhodamine probe, fluorescence polarization; inhibition, % at 3.39 µM; hit rate 0.28% among 340,000;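 active means inhibition above the screen-wide average of all tested compounds plus 3 SD, cut at about 25% in these data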;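 further: 0% = enzyme with DMSO only and 100% = wells lacking PAFAH1B3 protein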
LYPLA1 counter: blocks human lysophospholipase 1, a PME1 counter-screen. O75608. recombinant LYPLA1, FP-Rh probe fluorescence polarization. inhibition, % at 5.9 µM. hit rate 0.16% among 320,000. AID 2174;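 active means inhibition above the mean of all tested compounds plus 3 SD, set per campaign, cut at about 14% in these data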;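 further: inhibitors block serine hydrolase probe labeling of LYPLA1 so polarization falls; 0% = enzyme with DMSO and 100% = wells lacking LYPLA1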
Target sequence (O75608 whole entry, looked up): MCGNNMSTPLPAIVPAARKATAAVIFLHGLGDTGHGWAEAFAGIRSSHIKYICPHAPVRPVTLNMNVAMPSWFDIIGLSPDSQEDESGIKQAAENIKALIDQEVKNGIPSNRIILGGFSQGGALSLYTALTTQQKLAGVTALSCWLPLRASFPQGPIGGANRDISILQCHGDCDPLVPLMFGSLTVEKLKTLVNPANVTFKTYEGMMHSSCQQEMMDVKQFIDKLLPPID
pPAFAH inh: pPAFAH (human) enzyme inhibition; recombinant pPAFAH, FP-rhodamine probe fluorescence polarization; inhibition, % at 3.39 µM; hit rate 1.5% among 330,000;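 active means inhibition above the mean inhibition across the screen plus 3 SD, cut at about 25% in these data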;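 further: inhibitors block binding of the rhodamine activity-based probe so polarization drops; 0% = enzyme with DMSO and 100% = wells lacking pPAFAH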
* marks the source's active call; other numbers are inactive results; / = no result given.

SMILES | GSTO1 counter | PME-1 primary | LYPLA2 inh | PAFAH1B2 FP inh | PAD4 inh | PREPL inh | PAFAH1B3 inh | LYPLA1 counter | pPAFAH inh
Fc1ccccc1COc1cccc2cccnc12 | 3 | -5 | -1 | -3 | -3 | -8 | -1 | 1 | 3
COc1ccc(OCC(=O)OC2CCCN(C)C2)cc1 (stereo unspecified) | -1 | 2 | -3 | -2 | 2 | 6 | 0 | -1 | 4
O=c1cc(-c2ccccc2)c2ccc(O)cc2o1 | 1 | 0 | 5 | 8 | -1 | 4 | 9 | -1 | -6
O=S(=O)(c1ccccc1)N1CCC2(CC1)OCCO2 | 12 | -4 | -3 | 4 | 0 | -8 | 9 | 0 | -1
CN(c1nc2ccccc2[nH]c1=O)C1CCCCC1 | 12 | -8 | 5 | 4 | -5 | -7 | -5 | -1 | 0
COCCn1c(SCC(=O)N2CCCCCC2)nc2c([nH]c3ccccc32)c1=O | 8 | 10 | 2 | 2 | 2 | 0 | 1 | 0 | 3
COc1ccc(N2CC(C(=O)Nc3c4c(nn3-c3ccccc3)CS(=O)(=O)C4)CC2=O)cc1 (stereo unspecified) | 5 | 2 | -4 | 2 | -9 | -2 | 0 | -1 | 0
CC(=O)NC(CC(=O)NCCOc1ccccc1F)c1ccccc1 (stereo unspecified) | 6 | 9 | 0 | 4 | 0 | -21 | 15 | 2 | -1
CCOC(=O)c1[nH]c2ccc(Cl)cc2c1NC(=O)c1nonc1C | 2 | 1 | 1 | 5 | 3 | 3 | 5 | -1 | 6
COc1ccc(C(=O)NCC(=O)OCC(=O)NCCC2=CCCCC2)cc1 | -1 | -6 | 0 | 0 | -3 | -4 | 1 | 0 | -2
COc1cc(S(=O)(=O)Nc2cccc(C)c2)ccc1N=Cc1c(C)[nH]n(-c2ccccc2)c1=O | 12 | -21 | -37 | / | -13 | -3 | / | -21 | 9
CCOC(=O)c1ccccc1NC(=O)COc1cc(=O)n(CC)c2ccccc12 | -13 | -3 | 2 | 3 | 3 | -5 | 10 | -2 | 4
CC(=O)N1c2c(cc(Br)cc2S(=O)(=O)N2CCCCC2)CC1C (stereo unspecified) | -1 | 8 | 6 | 3 | -5 | 3 | -3 | 1 | 13
CC/C(=N\NC(=S)Nc1cccc(C)c1)c1ccccc1 | 3 | -6 | -1 | 1 | 0 | 3 | 11 | -4 | 1
Cc1c(Cl)cnc(NC(=O)COC(=O)CNC(=O)c2ccccc2)c1Cl | / | / | / | 5 | 0 | 21 | 11 | / | 12
CSc1c2c(nc3ncnn13)CCC2 | 3 | -1 | 0 | 8 | 0 | 4 | 8 | 0 | -1
COc1ccc(-c2csc(Nc3ccc(C)cn3)n2)cc1 | 9 | 15 | 4 | 4 | -1 | 7 | 6 | -1 | 10
CCOc1cc(/C=N/NC(=O)c2cc(-c3cccc(OC)c3)nc3ccccc23)ccc1O | -9 | -9 | -30 | / | -3 | 14 | / | -22 | 2
O=C(c1ccc(NS(=O)(=O)c2ccccc2)cc1)N1CCN(c2ccccc2)CC1 | / | 6 | 11 | -3 | 0 | 7 | -3 | 3 | 3
C=CCN1C(=NC(=O)COc2ccc(Cl)cc2)SC2CS(=O)(=O)CC21 (stereo unspecified) | 5 | -1 | 10 | 21 | 2 | 10 | 7 | 5 | 8
COc1ccc(-c2ccc3nnc(SCC(=O)NCC4CCCO4)n3n2)cc1 (stereo unspecified) | 5 | 3 | 3 | -2 | 4 | -1 | -1 | 2 | 2
CCCCNc1c(-c2cccc(-c3ccc(OC)cc3)c2)nc2cc(C)ccn12 | / | / | / | 6 | 2 | 22 | 6 | / | 15
CCN(CC)S(=O)(=O)c1cc(NC(=O)Cc2n[nH]c(=O)c3ccccc23)ccc1C | 4 | 4 | 3 | -1 | 2 | -4 | 7 | 3 | 8
CCNC(=O)N1CCNC(=O)C1CC(=O)Nc1ccc(C(=O)OCC)cc1 (stereo unspecified) | 4 | -1 | 2 | 1 | 3 | 0 | 12 | 2 | -2
O=C(CSc1nc(-c2ccccc2)ns1)N1CCOCC1 | 1 | 0 | 1 | 0 | -2 | -2 | 4 | -3 | 0
SMILES | GSTO1 counter | PME-1 primary | LYPLA2 inh | PAFAH1B2 FP inh | PAD4 inh | PREPL inh | PAFAH1B3 inh | LYPLA1 counter | pPAFAH inh
CCCCn1c(C)nc2c(=O)n(C)c(=O)[nH]c21 | 2 | 3 | 1 | 1 | 1 | 15 | 4 | 6 | -2
Cc1onc(C(=O)NCc2ccccn2)c1[N+](=O)[O-] | 7 | 0 | 1 | 0 | -4 | 3 | -2 | 9 | 2
COc1cc(OC)cc(C(=O)NCc2cccnc2)c1 | 4 | -5 | 1 | 1 | -1 | -1 | -2 | 2 | -6
COC(=O)c1cc(Cl)c(NC(=O)/C=C/c2ccc(OC)cc2)cc1OC | -1 | -5 | 1 | 1 | 5 | -9 | -7 | -3 | -2
O=C(c1ccccc1)N1CCN=C1SCc1ccc([N+](=O)[O-])cc1 | 6 | 5 | 15 | 4 | 1 | 13 | 7 | -1 | 4
NC(=O)Cn1nc([N+](=O)[O-])nc1Oc1ccccc1F | 6 | 4 | 1 | 3 | -4 | 1 | 2 | -1 | -2
Cc1ccccc1C(=O)NC(CC(C)C)C(=O)Nc1ccc(S(N)(=O)=O)cc1 (stereo unspecified) | 3 | 4 | -4 | 0 | -3 | 0 | -3 | 0 | 1
Cc1cc(OCc2ccc(C(=O)Nc3ccc(C(=O)O)cc3)o2)ccc1Cl | -11 | -6 | 2 | 4 | 0 | 1 | 12 | -6 | 1
CCN1CCN(c2nc(Nc3ccc(C)c(C)c3)nc(N)c2[N+](=O)[O-])CC1 | -8 | 4 | -3 | 1 | 3 | -34 | 4 | 0 | 4
CCC(CO)NCc1sccc1C (stereo unspecified) | 9 | 1 | 1 | 9 | 7 | 2 | 9 | 6 | 4
Cc1cc[n+](Cc2ccccc2)c(N)c1 | 6 | 3 | -4 | 4 | -1 | 15 | 20 | -3 | -4
O=C(Nc1oc2ccc(Cl)cc2c(=O)c1-c1ccc(F)cc1)c1ccco1 | -2 | -3 | -2 | -3 | 1 | -5 | 10 | -1 | 5
Cc1cccc(N2CCN(S(=O)(=O)c3cn(C)cn3)CC2)c1C | 2 | -1 | 4 | 1 | 2 | 17 | 1 | 0 | 3
C=CCN1C=C/C(=C\C=C(C#N)C#N)c2ccccc21 | -85 | -159 | -110 | -49 | -111 | -58 | -65 | -62 | -39
Cc1ccc2nc3n(c(=O)c2c1)CCCCC3 | 3 | 2 | 3 | 5 | 9 | -7 | 6 | 2 | 6
Cc1ccccc1NC(=O)c1cccc(OCc2c(C)noc2C)c1 | -4 | 0 | -1 | 5 | -2 | 5 | 5 | -3 | 0
CN(C)CCCNC(=O)C(=O)Nc1cc2c3c(c1)CC(=O)N3CCC2 | -4 | -6 | 2 | 3 | -7 | 12 | 3 | -1 | 6
CCc1ccc(CN(C(=O)c2ccco2)C2CCS(=O)(=O)C2)cc1 (stereo unspecified) | 2 | -2 | 0 | 4 | 2 | 6 | 6 | 2 | -3
CCc1ccc(-n2c(=O)c3ccccc3n(CC(=O)C(C)(C)C)c2=O)cc1 | 7 | -2 | 0 | 2 | 2 | 5 | 3 | 2 | 2
CCCCN(Cc1cc2cc(OC)ccc2[nH]c1=O)C(=O)c1ccco1 | -3 | 1 | 4 | 5 | 0 | -2 | 14 | 3 | 2
O=C(c1ccco1)N1CCN(Cc2nnc(-c3cccc(Cl)c3)o2)CC1 | 8 | 1 | 4 | -1 | -1 | 6 | 15 | 0 | 4
COc1ccccc1OC(C)C(=O)Nc1nc(-c2ccc(S(=O)(=O)N3CCOCC3)cc2)cs1 (stereo unspecified) | -11 | -12 | -3 | 0 | -1 | -10 | -3 | -4 | -7
COc1cc(CNCc2cccnc2)ccc1OCC(=O)NC1CCCCC1 | -1 | 3 | 5 | 5 | 0 | 1 | 3 | 1 | -1
Cc1c(C(=O)Nc2ccc3c4c(cccc24)CC3)cccc1[N+](=O)[O-] | -6 | -5 | -2 | 2 | 1 | 6 | 6 | 0 | -5
COc1ccccc1CNc1nc(SC)ncc1CO | 1 | 1 | 5 | -4 | -4 | -3 | 5 | 4 | 3
SMILES | GSTO1 counter | PME-1 primary | LYPLA2 inh | PAFAH1B2 FP inh | PAD4 inh | PREPL inh | PAFAH1B3 inh | LYPLA1 counter | pPAFAH inh
CCOC(=O)c1c(C)[nH]c(C)c1S(=O)(=O)N1CCN(c2ccc([N+](=O)[O-])cc2)CC1 | 0 | 6 | -5 | -1 | 1 | 4 | -5 | -6 | 9
CN(C)c1nc(Nc2ccccc2)nc(Oc2ccc(=O)[nH]n2)n1 | -6 | 0 | 1 | 2 | 1 | 7 | 7 | 1 | 4
CN(c1ccccc1)S(=O)(=O)c1ccc(Cl)c(C(=O)Nc2nc3ccccc3[nH]2)c1 | -13 | -11 | -16 | -1 | -2 | -55 | 9 | -12 | 18
CCCCN(C)S(=O)(=O)c1ccc(C(=O)Nc2nnc(-c3cccs3)o2)cc1 | -60 | 4 | 1 | / | -4 | -4 | / | 2 | 8
CC1=C(C(N)=O)C(c2cccnc2)n2nc(SCc3ccccc3Cl)nc2N1 (stereo unspecified) | 1 | 0 | 2 | -3 | -1 | -9 | 5 | 1 | 6
CCCc1cc(CNC(=O)C2CCC(=O)N(CCc3cccc(F)c3)C2)on1 (stereo unspecified) | -2 | 2 | 1 | 3 | 0 | 3 | 5 | 1 | 6
COc1cc(/C=C/C(=O)NCc2ccccn2)cc(OC)c1OC | -4 | 3 | 7 | 3 | -5 | 6 | 2 | 1 | 3
Nc1cccc2[nH]c(C(F)(F)F)nc12 | 4 | 2 | 2 | -6 | -13 | 1 | -5 | -4 | 7
Cc1cc(C)c(C)c(S(=O)(=O)Nc2ccc(C(N)=O)cc2)c1C | -8 | -9 | -5 | 4 | 0 | -14 | 9 | -4 | -1
O=C(Nc1ccc(Br)cc1)N1CCCC(O)C1 (stereo unspecified) | 11 | -8 | 5 | 1 | -2 | -2 | 8 | 6 | 2
CCc1ccc(NC(=O)C2CCCN(S(=O)(=O)c3cnc[nH]3)C2)cc1 (stereo unspecified) | -2 | -4 | -1 | 0 | -4 | -5 | 8 | 0 | 9
Cc1cccc(C)c1NS(=O)(=O)c1c(C(=O)N2CCCCC2)c(C)n(C)c1C | -1 | -5 | -4 | 7 | 0 | 9 | 11 | -1 | 2
Cn1cccc1C(=O)NNC(=O)c1ccccc1Br | -18 | 0 | 5 | -3 | -3 | -3 | 1 | 3 | 0
CCOc1ccc(NC(=O)CSc2nc3nc4c(cc3c(=O)n2CC)COC(C)(C)C4)cc1 | 2 | 3 | 5 | / | -3 | -7 | / | 2 | -4
O=C(O)c1ccc(N=NNc2cccc([N+](=O)[O-])c2)cc1 | 3 | 1 | 3 | -1 | -4 | 7 | -6 | 5 | 9
C=CCNC(=O)/C(=C/c1ccc(Br)cc1)NC(=O)c1ccccc1OC | -2 | -1 | 1 | -1 | -1 | 5 | 4 | 0 | 0
Cc1nc(NC(=O)c2c(-c3ccccc3Cl)noc2C)sc1C | -2 | 1 | 2 | -1 | 1 | 11 | 5 | 0 | -1
CC(=O)Nc1ccc(S(=O)(=O)N2CCN(c3ccc(C)c(Cl)c3)CC2)cc1 | 4 | -10 | 0 | -2 | 1 | -74 | 5 | -2 | -11

3 of the entries above in order of their number in pPAFAH inh, high to low.
canonical_smiles	pPAFAH inh
O=C(O)c1ccc(N=NNc2cccc([N+](=O)[O-])c2)cc1	9
C=CCNC(=O)/C(=C/c1ccc(Br)cc1)NC(=O)c1ccccc1OC	0
CC(=O)Nc1ccc(S(=O)(=O)N2CCN(c3ccc(C)c(Cl)c3)CC2)cc1	-11

The list is partial. The share of hits here may be higher or lower than overall.
